Screens deposited in PubChem by several laboratories.
PG9 Ab binder – small molecules binding HIV-1 gp120 antibody PG9. inhibition, % at 6.7 µM. TR-FRET gp120-PG9 antibody binding. 0.43% of 360,000 active; in the data active means inhibition above about 8.5%
NPR1 activator – GC-A (human) enzyme activation; P16066; HEK293 GC-A cells, cGMP TR-FRET, EC30 ANP; 0% at EC30 ANP, 100% saturating ANP; 0.14% of 370,000 active; activation, % at 10 µM; in the data active means activation above about 40%
Target sequence (P16066 whole entry, looked up): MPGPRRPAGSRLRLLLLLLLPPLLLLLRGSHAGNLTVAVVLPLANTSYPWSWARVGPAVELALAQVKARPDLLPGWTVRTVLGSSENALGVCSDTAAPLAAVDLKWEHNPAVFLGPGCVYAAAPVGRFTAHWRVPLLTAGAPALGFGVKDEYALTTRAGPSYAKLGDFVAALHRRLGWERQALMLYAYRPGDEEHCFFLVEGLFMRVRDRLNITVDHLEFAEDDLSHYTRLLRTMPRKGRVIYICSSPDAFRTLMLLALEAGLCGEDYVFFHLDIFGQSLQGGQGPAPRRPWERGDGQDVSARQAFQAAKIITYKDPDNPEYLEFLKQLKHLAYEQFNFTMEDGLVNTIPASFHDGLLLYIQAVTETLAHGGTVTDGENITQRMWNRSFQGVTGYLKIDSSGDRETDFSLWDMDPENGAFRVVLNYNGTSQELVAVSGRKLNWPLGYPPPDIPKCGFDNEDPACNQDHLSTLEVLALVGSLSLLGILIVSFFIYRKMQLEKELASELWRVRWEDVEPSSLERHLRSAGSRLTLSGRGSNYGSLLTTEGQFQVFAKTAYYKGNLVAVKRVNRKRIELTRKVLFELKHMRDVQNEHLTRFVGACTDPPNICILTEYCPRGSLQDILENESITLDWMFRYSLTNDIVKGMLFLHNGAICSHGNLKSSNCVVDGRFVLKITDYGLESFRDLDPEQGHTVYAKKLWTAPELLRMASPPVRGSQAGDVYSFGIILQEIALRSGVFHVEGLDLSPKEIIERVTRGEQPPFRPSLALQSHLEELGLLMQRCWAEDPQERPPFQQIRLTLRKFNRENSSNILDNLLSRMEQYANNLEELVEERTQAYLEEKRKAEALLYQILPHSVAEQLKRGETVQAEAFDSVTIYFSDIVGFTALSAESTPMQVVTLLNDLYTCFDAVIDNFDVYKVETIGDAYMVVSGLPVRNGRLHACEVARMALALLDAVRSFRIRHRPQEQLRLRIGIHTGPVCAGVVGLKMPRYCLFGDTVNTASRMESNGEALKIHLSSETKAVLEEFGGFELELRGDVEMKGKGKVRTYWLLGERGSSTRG
DAX1 inh-1 – inhibits human nuclear receptor DAX1 | AID 504766 | P51843 | HEK293 Gal4-DAX1 luciferase reporter, luminescence | inhibition, % at 6.75 µM | 0.99% of 340,000 active;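 active means inhibition above the mean over all tested compounds plus 3 SD, cut at about 4.2% in these data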;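 further: 0% = DAX1-transfected cells with DMSO and 100% = empty-vector control cells with DMSO; inhibition shows as a rise in luminescence from relieved DAX1 repression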
hcDAF-12 act – activators of H. contortus DAF-12 nuclear receptor | AID 652067 | activation, % at 6.8 µM | 1.4% of 370,000 active | HEK293 hcDAF-12 lit1-tk-luc reporter, luminescence; 0% DMSO, 100% Δ7-dafachronic acid;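 active means activation above the mean of all tested compounds plus 3 SD, cut at about 5.5% in these data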;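 further: 100% = response to 3 µM Δ7-dafachronic acid high control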
ssDAF12 agonist – S. stercoralis DAF-12 activation, primary screen. HEK293 ssDAF-12/GRIP1 lit1-tk-luc reporter, luminescence; % of 3 µM dafachronic acid response. activation, % at 6.8 µM. 1% of 370,000 active;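 active means activation above the mean over all tested compounds plus 3 SD, cut at about 0.9% in these data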;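 further: 0% = DMSO-only wells and 100% = 3 µM delta7-dafachronic acid wells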
ADAM17 inh – inhibitors of human ADAM17; AID 720648; recombinant ADAM17, EDANS/DABCYL FRET peptide cleavage; inhibition, % at 6.95 µM; P78536; 0.83% of 370,000 active;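 active means inhibition above the mean of compounds lying between control limits plus 3 SD, set per campaign, cut at about 8.5% in these data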;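 further: 0% = DMSO-only wells as the low control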
ADAM10 inh – inhibits human ADAM10 | recombinant ADAM10, EDANS/DABCYL FRET peptide cleavage, 3 h | AID 720582 | inhibition, % at 7 µM | 0.62% of 370,000 active | O14672;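 active means inhibition above a per-campaign cutoff equal to the mean of compounds falling between control-based bounds plus 3 SD, cut at about 20% in these data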;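 further: 0% = DMSO wells while the 100% control is not disclosed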
GAA850 FXN act – activators of GAA850 frataxin (FXN) promoter. 0.56% of 360,000 active. HEK293 lucGAA850 FXN promoter luciferase reporter, 24 h; percent of 10 µM SAHA response. AID 540364. activation, % at 6 µM;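 active means activation above the average of all compounds screened plus 3 SD, cutoff fixed separately per campaign, cut at about 7.5% in these data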;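 further: 0% = DMSO wells and 100% = 10 µM SAHA wells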
hgDAF-12 ag – agonists of H. glycines DAF-12 nuclear receptor. HEK293 GAL4-hgDAF12 UAS-luciferase reporter, agonist luminescence; normalized to butyrate control. activation, % at 6.8 µM. 1.8% of 370,000 active;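 active means activation above a cutoff set at the mean of all screened compounds plus 3 SD, cut at about 10% in these data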;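 further: 0% = DMSO wells and 100% = sodium butyrate wells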
DAX1 inh-2 – DAX1 (NR0B1) inhibition, primary screen | HEK293T StAR-luciferase reporter, SF-1/DAX-1 repression relief | inhibition, % at 6.8 µM | 1.1% of 370,000 active | AID 652010;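 active means inhibition above the mean over all tested compounds plus 3 SD, cut at about 3.6% in these data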;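 further: 0% = DAX-1 cells with DMSO and 100% = cells lacking DAX-1 with DMSO; higher inhibition means more luminescence from relief of DAX-1 repression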
SMARCA2 activ – increases SMARCA2 function in MMTV reporter cells; activation, % at 9.1 µM; AID 652017; MG213 cells, MMTV-luciferase reporter, dexamethasone, overnight; 1% of 370,000 active; in the data active means activation above about 7.8%;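 further: 0% = vehicle wells and 100% = reference activator wells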
* hit, by the source's call; i = inactive; . = not tested or not shown. Random draw from the library; 6.8% or so of the library scored in one or more.

SMILES	PG9 Ab binder	NPR1 activator	DAX1 inh-1	hcDAF-12 act	ssDAF12 agonist	ADAM17 inh	ADAM10 inh	GAA850 FXN act	hgDAF-12 ag	DAX1 inh-2	SMARCA2 activ
CCCC(C)c1nnc(NC(=O)CCS(=O)(=O)c2ccccc2)s1 (stereo not drawn)	-3.0	3	-1.2	-2.6	-0.7	1	-10	2.6	-0.5	0.0	-4
COc1ccc(N(CC(=O)NC2CCCC2)C(=O)Cn2nnc(-c3ccc(C)o3)n2)cc1	2.3	6	0.5	-2.4	-1.4	-1	-4	-0.1	-3.1	-0.3	-2
O=C(CN1CCOCC1)Nc1cccc(C(=O)Nc2cccc(C(F)(F)F)c2)c1	-2.4	3	1.0	-0.9	-1.0	2	9	-0.2	-3.4	-0.1	-3
Cc1ccc(NC(=O)CC2SC(=O)NC2=O)cc1 (stereo not drawn)	-0.6	-2	-0.3	1.6	-0.5	6	12	-1.7	0.7	-0.2	-2
O=S(=O)(c1ccccc1)c1ccccc1/C=N\O	-0.3	-1	-0.5	-0.4	-0.3	2	0	1.2	-1.5	0.2	0
Cc1ccccc1OC(C)C(=O)N1CCN(c2ccccn2)CC1 (stereo not drawn)	-1.5	1	-0.5	-0.4	-0.1	-3	-8	1.8	-0.8	1.2	-3
Oc1[nH]c2ccccc2c1C=NCC1CCCO1 (stereo not drawn)	-1.0	0	0.0	6.5*	-0.6	-2	2	-0.4	4.8	-0.4	-3
CCN1C(=O)c2cccc3c(NC(=O)c4ccccc4)ccc1c23	-12	-2	1.1	-2.7	-1.1	-2	-7	-0.4	-2.5	-0.4	-1
CC(NC(=O)CSc1n[nH]c(N)n1)c1ccccc1 (stereo not drawn)	-3.0	3	2.0	-0.9	-0.7	1	6	1.8	1.8	0.1	-1
CCN=C1Sc2nc3ccc(OCC)cc3cc2CN1CCOC	-0.9	-1	-1.5	-3.5	-1.4	-29	-105	1.4	1.0	-1.5	0
CCOC(=O)c1ccc2c(c1)sc(=NC(=O)c1ccco1)n2CCOC	7.9	11	0.4	-2.7	-1.5	-4	-42	1.2	0.2	-0.6	0
Cc1cc(SCNC(=O)c2ccccc2)ncn1	-0.7	0	0.2	0.2	-1.6	-2	-1	-0.3	0.5	0.5	-1
CC(C)c1ccc(-c2noc(C3CCCN(C(=O)c4ccc(F)cc4F)C3)n2)cc1 (stereo not drawn)	2.4	0	-2.7	-3.0	-1.1	2	11	-0.7	0.8	-2.0	-2
CCCN(C(=O)CN1C(=O)NC2(CCCCCC2)C1=O)C1CCS(=O)(=O)C1 (stereo not drawn)	-0.2	2	0.0	-0.7	-1.1	-3	-8	1.6	-0.6	1.0	-4
Cc1ccc(SCCCCN2CCNCC2)cc1	-1.5	4	-0.6	0.8	-0.2	0	8	5.0	6.3	0.3	5
CCN(CC)CCCNc1ccc(-c2nnc(-c3ccc(OCC(C)C)cc3)o2)cn1	2.7	-5	-1.6	-1.9	-1.6	i	i	-2.8	1.0	0.0	-7
COCCCNCC(=O)Nc1sc(C)c(C)c1C(=O)OC	-0.7	1	-1.0	-2.1	-0.5	-5	-1	0.1	-0.8	-0.7	-2
Nc1cccc(-c2nc3ccc(N)cc3s2)c1	0.0	3	-0.3	1.7	-0.3	i	i	-3.2	6.3	-0.6	5
COc1cc(OC)cc(C(=O)N[C@H](C(=O)Nc2cccc(S(=O)(=O)N3CCCC3)c2)C(C)C)c1	-0.4	-5	0.1	-1.1	-0.5	-1	13	-7.2	-2.2	-0.8	0
COc1ccc(-n2c(Cc3cccn3C)nnc2SCC(=O)Nc2ccc(C)c(Cl)c2)cc1	0.6	-8	-4.1	-2.0	-0.6	2	-19	-0.4	-2.6	0.1	-1
COc1ccc(-c2[nH]c(-c3ccc(C)cc3)nc2SCC(=O)Nc2nccs2)cc1	-0.6	-9	-1.3	-1.8	-0.4	1	20*	-1.4	1.2	-1.0	-4
CCOC(=O)C1CCCN(C(=O)c2cc(Nc3ccc(OC)cc3OC)nc3ccccc23)C1 (stereo not drawn)	1.7	4	-1.6	-0.7	-0.7	5	5	-2.3	1.1	-1.8	0
CN(C)C(=O)c1ccc(Oc2ccc(C(=O)N(C)C)cc2)cc1	0.5	9	1.0	-0.1	-0.6	0	-5	-1.7	-1.2	0.0	-2
COc1cccc(-c2csc(N3CCN(CC(=O)NNC(=O)c4ccc(Cl)cc4)CC3)n2)c1	-0.5	-5	-1.6	-1.9	-1.7	5	20*	0.2	-0.3	-1.1	2
O=C(CN1C(=O)COc2ccccc21)Nc1ccc(N2CCOCC2)cc1	-0.7	0	0.0	-1.0	-1.3	5	5	0.0	-0.8	-2.6	2
CCNC(=O)N(C)[C@H]1C[C@H]2c3[nH]c4c(-c5ccc6c(c5)OCO6)cccc4c3CCN2C(=O)[C@H]1[C@H](C)O	-1.4	-3	.	-1.7	-1.0	-12	-33	.	-0.5	0.6	-5
Cc1ccsc1/C=N/NC(=O)c1ccco1	0.0	2	0.1	4.5	-0.9	2	4	2.3	6.3	0.7	2
CC(C)NC(=O)COc1ccc(S(=O)(=O)N2CCOCC2)cc1	-0.8	1	0.3	0.6	-0.7	-3	4	2.3	0.4	-0.4	-2
O=C(Nc1cc(Sc2ccccn2)cc([N+](=O)[O-])c1)c1cccc(F)c1	-0.1	-4	-1.1	-3.9	-2.4	11*	16	1.0	-7.8	-2.0	-6
COC(=O)CC1C(=O)NC2CCCCC2N1C(=O)c1ccccc1 (stereo not drawn)	-0.5	1	-0.7	-0.8	-1.0	-6	-7	-0.7	1.9	0.7	-1
COC(=O)[C@]12C[C@H](CC(=O)NCc3ccc(C)o3)C(=O)N(Cc3ccc(Cl)cc3Cl)C1=C[C@H](COCc1ccccc1)O[C@@H]2C	.	-5	.	-3.2	-0.9	1	8	.	4.3	-1.0	-3
COc1ccc(C(C)=O)cc1COC(=O)c1ccc(N)c([N+](=O)[O-])c1	-1.9	3	1.9	-0.9	-1.9	1	6	3.7	1.6	-2.4	4
Cc1ccc2cc(CN(Cc3nnnn3C3CCCC3)C3CCCCC3)c(=O)[nH]c2c1C	-2.6	6	-0.1	-0.7	-1.6	-3	0	0.2	2.9	-0.1	-1
Fc1ccc(C2=Nn3c(Cc4ccccc4)nnc3SC2)cc1	-0.4	2	-0.7	-2.4	-0.7	-2	-3	4.4	-2.4	-0.5	-1
O=C1NC2(CCCCCC2)C(=O)N1Cc1ccccc1Br	1.7	4	-0.2	-0.4	-0.8	-1	-11	-1.9	-0.5	-0.1	-1
CC1CCc2c(sc3ncn(N)c(=N)c23)C1 (stereo not drawn)	-1.1	16	1.3	-1.5	-1.1	1	-2	-0.1	6.5	-0.2	-3

Sorted by count of non-hydrogen atoms (ascending): 3 of the compounds above
SMILES	PG9 Ab binder	NPR1 activator	DAX1 inh-1	hcDAF-12 act	ssDAF12 agonist	ADAM17 inh	ADAM10 inh	GAA850 FXN act	hgDAF-12 ag	DAX1 inh-2	SMARCA2 activ
O=S(=O)(c1ccccc1)c1ccccc1/C=N\O	-0.3	-1	-0.5	-0.4	-0.3	2	0	1.2	-1.5	0.2	0
CC(NC(=O)CSc1n[nH]c(N)n1)c1ccccc1 (stereo not drawn)	-3.0	3	2.0	-0.9	-0.7	1	6	1.8	1.8	0.1	-1
COC(=O)CC1C(=O)NC2CCCCC2N1C(=O)c1ccccc1 (stereo not drawn)	-0.5	1	-0.7	-0.8	-1.0	-6	-7	-0.7	1.9	0.7	-1

The results go on.
SMILES	PG9 Ab binder	NPR1 activator	DAX1 inh-1	hcDAF-12 act	ssDAF12 agonist	ADAM17 inh	ADAM10 inh	GAA850 FXN act	hgDAF-12 ag	DAX1 inh-2	SMARCA2 activ
CSc1nc(-c2ccccc2)c(-c2ccccc2)[nH]1	-0.9	-22	1.1	-0.7	-0.9	-31	-78	-0.8	-0.2	-0.2	-3
Cc1ccc2cccc(Oc3cnccn3)c2n1	-1.0	1	2.5	-1.6	-1.0	-1	6	3.2	-0.7	-0.4	3
CNC(=O)CSc1nnc(-c2ccco2)n1-c1cccc(C)c1C	-1.4	-3	0.8	-0.7	-0.9	-1	-4	0.8	1.7	0.1	-2
Cc1ccccc1OC(C)c1nc(-c2ccccc2)no1 (stereo not drawn)	0.7	7	0.0	-0.5	-0.8	-5	-4	-0.2	3.0	0.1	1
Cc1ccc(S(=O)(=O)N(C)C)cc1NC(=O)CSc1nnc(C2CC2)n1C1CC1	-1.6	-1	-1.0	0.8	-0.4	-8	-4	3.2	3.0	-1.4	1
CCOC(=O)C1CSCCS(=O)(=O)N1Cc1cccc(Cl)c1 (stereo not drawn)	0.4	-5	.	-1.3	-1.2	1	7	.	2.0	-1.4	0
Cc1c(NCc2ccccc2O)c(=O)n(-c2ccccc2)n1C	-0.8	6	3.5	0.7	-1.0	-6	-4	0.9	-2.9	0.0	-2
O=C(CCCOc1ccc(Cl)cc1Cl)NCC1CCCO1 (stereo not drawn)	-0.7	21	0.8	-1.0	-1.4	-2	3	3.6	-0.9	-0.2	1
CC(C)COc1ccc(C(=S)N2CCCC2)cc1	-0.3	-1	-0.8	-5.8	-2.1	1	6	-3.0	-6.5	-1.1	-5
O=c1cc(-c2ccccc2)n(S(=O)(=O)c2ccccc2)o1	-1.0	-1	2.2	-0.2	-0.6	-2	-2	1.8	-0.4	-0.1	-2
CCNc1ccc(S(=O)(=O)C(F)(F)F)cc1NC(=O)C12CCC(CC1)C2	-0.9	0	-1.1	0.7	-1.1	-1	3	0.7	2.0	0.8	2
COc1cc(C(=O)NC(=S)Nc2ccc(NC(=O)c3ccco3)cc2)cc(OC)c1OC	1.1	2	-1.4	-4.8	-1.7	2	2	0.0	-1.7	-0.9	-2
C=CCNC(=O)/C(C#N)=C/c1c(N2CCN(c3ccccc3)CC2)nc2c(C)cccn2c1=O	0.7	12	0.9	1.5	-0.9	-330	i	-0.1	-0.7	-0.5	1
CC(C)NC(=O)/C(=N\O)c1ccccc1	1.9	1	0.2	-1.2	-1.9	-3	7	-2.0	0.0	1.1	-2
CC1=CC(C)C(=O)N(CCN2CCOCC2)C(C)=C1 (stereo not drawn)	-2.3	1	0.4	1.5	-1.1	-1	9	0.1	4.0	0.4	1
CC1CCCN(C2(O)C(=O)Nc3c(C(F)(F)F)cccc32)C1 (stereo not drawn)	-0.7	4	1.3	0.9	-1.0	1	5	2.1	-1.0	-0.9	0
O=C(O)COCC(=O)Nc1ccc2c(c1)CCC2	0.6	1	-0.4	0.1	-1.1	6	-2	0.0	0.5	0.1	-1
Cc1ccc(NC(=O)c2c(C)noc2C)cc1S(=O)(=O)N1CCOCC1	-0.6	1	0.2	-1.1	-1.0	-1	-3	0.8	-1.7	-0.5	-2
O=S(=O)(c1ccccc1F)N1CCCc2ccccc21	-0.4	5	0.0	-1.5	-1.4	1	6	-0.7	-2.0	-0.5	-1
O=C(Cn1c(=S)[nH]c2ccccc2c1=O)N1CCN(c2ccccc2)CC1	-0.2	2	-0.5	-2.8	-1.3	-5	-2	-1.7	3.2	-0.8	1
Cc1ccc(C)c(NC(=O)CN(C)C(=O)c2ccccc2OCc2c(C)noc2C)c1	-2.9	-3	-0.3	-2.5	-1.1	0	-6	0.4	2.0	1.9	0
